p-CIP stab down – compounds decreasing mouse p/CIP protein stability; Q05BA5; F442A p/CIP-EGFP cells, EGFP fluorescence, 16 h; decrease of EGFP signal, % at 10 µM; 0.01% of 290,000 active; AID 1984;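 active = EGFP signal decrease of at least 30% at 10 µM or well 3 SD below plate mean, unless failing retest; inactive = the rest, including hits failing retest or dose response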; note: some compounds called inactive have numbers as strong as hits; many of its hits are not listed in these tables
Target sequence (Q05BA5 1-1403): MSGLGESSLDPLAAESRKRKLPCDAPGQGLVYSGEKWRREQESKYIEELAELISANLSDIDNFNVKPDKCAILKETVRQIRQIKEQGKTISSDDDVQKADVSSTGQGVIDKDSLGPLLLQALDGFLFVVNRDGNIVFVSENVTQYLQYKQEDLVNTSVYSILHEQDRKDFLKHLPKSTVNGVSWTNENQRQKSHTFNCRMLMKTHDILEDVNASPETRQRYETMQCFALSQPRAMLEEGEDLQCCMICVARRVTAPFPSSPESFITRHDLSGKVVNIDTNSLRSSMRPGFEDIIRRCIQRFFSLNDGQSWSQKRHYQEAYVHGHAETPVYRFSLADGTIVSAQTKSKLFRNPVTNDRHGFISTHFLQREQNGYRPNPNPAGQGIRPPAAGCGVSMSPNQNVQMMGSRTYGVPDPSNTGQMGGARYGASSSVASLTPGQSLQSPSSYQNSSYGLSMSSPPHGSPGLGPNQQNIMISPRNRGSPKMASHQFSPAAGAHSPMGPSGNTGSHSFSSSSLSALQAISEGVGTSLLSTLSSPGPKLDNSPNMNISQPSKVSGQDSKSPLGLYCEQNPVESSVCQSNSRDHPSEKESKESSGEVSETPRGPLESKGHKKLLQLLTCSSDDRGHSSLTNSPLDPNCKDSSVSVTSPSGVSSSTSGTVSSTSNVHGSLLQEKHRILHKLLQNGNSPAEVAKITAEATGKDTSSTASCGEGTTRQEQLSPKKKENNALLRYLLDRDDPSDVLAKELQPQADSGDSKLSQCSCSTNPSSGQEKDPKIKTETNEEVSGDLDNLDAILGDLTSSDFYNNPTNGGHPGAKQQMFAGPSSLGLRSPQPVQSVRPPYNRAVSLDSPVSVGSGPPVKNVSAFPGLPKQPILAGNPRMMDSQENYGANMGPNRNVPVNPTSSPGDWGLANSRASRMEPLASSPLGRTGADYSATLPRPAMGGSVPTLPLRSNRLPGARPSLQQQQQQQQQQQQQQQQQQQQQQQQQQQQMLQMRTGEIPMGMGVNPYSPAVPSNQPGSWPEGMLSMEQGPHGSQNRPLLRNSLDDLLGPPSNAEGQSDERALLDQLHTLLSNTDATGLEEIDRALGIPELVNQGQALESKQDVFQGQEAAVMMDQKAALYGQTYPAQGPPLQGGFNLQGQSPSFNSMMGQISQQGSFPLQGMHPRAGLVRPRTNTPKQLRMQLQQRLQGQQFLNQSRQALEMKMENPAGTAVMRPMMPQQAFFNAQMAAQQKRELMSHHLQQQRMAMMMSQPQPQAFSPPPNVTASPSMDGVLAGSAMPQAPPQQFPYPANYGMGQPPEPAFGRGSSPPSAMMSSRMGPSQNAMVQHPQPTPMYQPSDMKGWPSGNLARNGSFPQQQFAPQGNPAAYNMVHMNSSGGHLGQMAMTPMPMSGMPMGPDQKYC
IDE inh – cellular human IDE inhibition; HEK cells, FAbetaB cleavage, fluorescence polarization; inhibition, % at 5.59 µM; 0.41% of 320,000 active; AID 434962;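 active = percent inhibition above the average of all tested compounds plus 3 SD, set per screening campaign, cut at about 16% in these data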;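 note: IDE supplied by intact live HEK cells; FP after avidin binding of uncleaved biotin substrate so inhibition keeps polarization high; 0% = DMSO wells and 100% = 60 µM reference IDE inhibitor Ii1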
GalR3 antag – antagonists of human GalR3 | 0.44% of 360,000 active | inhibition, % at 3 µM | O60755 | AID 651719 | HEK293 GalR3-CNG cAMP membrane potential fluorescence; galR3 body fused to GalR1 C-terminus;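 active = inhibition above the screen-wide average plus 3 SD, cut at about 13% in these data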;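 note: forskolin and galanin both at EC90 stimulate the cells; cAMP rise reported by CNG channel membrane potential dye signal; 0% = forskolin plus galanin with DMSO and 100% = forskolin alone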
SUMO HTRF inh – inhibitors of human SUMOylation (UBC9) | P63279 | HTRF SUMOylation assay, SAE1/SAE2 + UBC9, in vitro | inhibition, % at 35 µM | 0.36% of 290,000 active; in the data active = inhibition above about 50%, passing the limit was not always enough; note: strong numbers were not always called active
CRFR2-BP antag – blocks CRF-induced signaling of the CRF-BP/CRF-R2 complex; HEK293 CRF-R2/CRF-BP, CRF-induced calcium fluorescence; inhibition, % at 11.8 µM; 0.59% of 350,000 active;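 active = inhibition of the ligand-induced calcium signal above about 50% at the single tested concentration, limit read from the data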
VIM-2 inhibitor – inhibitors of Pseudomonas aeruginosa VIM-2 metallo-beta-lactamase | purified VIM-2, nitrocefin hydrolysis, epi-absorbance fluorescence | inhibition, % at 5.6 µM | 0.89% of 290,000 active | AID 1527;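 active = inhibition above the mean of all tested compounds plus 3 SD, cutoff set per screening run, cut at about 7.5% in these data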;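 note: red hydrolysis product quenches plate fluorescence so inhibitors raise well fluorescence; 0% = enzyme with DMSO and 100% = DMSO without enzyme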
IMP-1 inhibitor – blocks Pseudomonas aeruginosa IMP-1 metallo-beta-lactamase; purified IMP-1, nitrocefin hydrolysis, epi-absorbance fluorescence; 0.45% of 290,000 active; inhibition, % at 5.6 µM;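 active = inhibition above the mean plus 3 SD of all compounds in the same screening run, cut at about 4.5% in these data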;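 note: 0% = IMP-1 with DMSO and 100% = DMSO wells lacking enzyme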
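System: purified IMP-1 / Input: IMP-1 dispensed at 0.2 nM / Medium: 50 mM HEPES pH 7.1, 50 µM ZnSO4, 0.05% Brij 35 / Timing: 15 min enzyme–compound preincubation, then 25 min nitrocefin reaction, 25 °C / Technique: plate fluorescence quenching by hydrolysis product, ex 480/em 530 nm / Repeats: singlicate testing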
NS3 helicase inh – inhibitors of Hepatitis C virus NS3 helicase; NS3 helicase DNA unwinding, Cy5 molecular beacon fluorescence; inhibition, % at 10.9 µM; 0.56% of 290,000 active; AID 1800;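 active = inhibition above the mean of all tested compounds plus 3 SD, set per campaign, cut at about 35% in these data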;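 note: 0% = DMSO wells and 100% = thioflavine S control wells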
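assay system = NS3 helicase fragment of HCV | buffer or medium = MOPS pH 6.5, MgCl2, DTT, Tween20, BSA | timing = 60 min unwinding reaction at 25 °C after ATP addition | signal = Cy5 beacon fluorescence read at start and 1 h | read-out basis = % inhibition of unwinding | control set = low DMSO, high thioflavine S at 110 µM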
IDE act – IDE (human) activation, cell-based; AID 493087; activation, % at 5.96 µM; 0.073% of 340,000 active; P14735; HEK cells, FAbeta-B cleavage, fluorescence polarization; 0% vehicle, 100% cell-free pure enzyme wells;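 active = activation above the mean of all tested compounds plus 3 SD, set per screening campaign, cut at about 17% in these data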
An asterisk follows results filed as active; nt = not tested or not shown. This is a random part of the collection; about 3.2% have a hit in one of these screens.

The first 2 compounds as a preview:
SUMO HTRF inh,CRFR2-BP antag,IMP-1 inhibitor,NS3 helicase inh,VIM-2 inhibitor,IDE act,GalR3 antag,IDE inh,p-CIP stab down,SMILES
8,-9,-1.1,-4,-0.1,-2,0,4,-12,COc1ccc(C2N(c3cc(Cl)ccc3OC)C(=O)C3CCCN32)cc1 (stereo unspecified)
28,-75,-1.7,17,-2.1,-2,-5,nt,12,NC(=S)n1[nH]c(-c2ccc([N+](=O)[O-])cc2)c(N=Nc2ccccc2[N+](=O)[O-])c1=O

This part in full, repeating the preview:
SUMO HTRF inh,CRFR2-BP antag,IMP-1 inhibitor,NS3 helicase inh,VIM-2 inhibitor,IDE act,GalR3 antag,IDE inh,p-CIP stab down,SMILES
8,-9,-1.1,-4,-0.1,-2,0,4,-12,COc1ccc(C2N(c3cc(Cl)ccc3OC)C(=O)C3CCCN32)cc1 (stereo unspecified)
28,-75,-1.7,17,-2.1,-2,-5,nt,12,NC(=S)n1[nH]c(-c2ccc([N+](=O)[O-])cc2)c(N=Nc2ccccc2[N+](=O)[O-])c1=O
nt,0,nt,nt,nt,3,-1,9,nt,O=C(CN1C(=O)NC(Cc2c[nH]c3ccccc23)C1=O)Nc1ccccc1C(F)(F)F (stereo unspecified)
-17,6,-2.5,-1,-2.2,3,-1,-3,2,Cc1cc(C)c(-c2csc(NC(=O)c3cc([N+](=O)[O-])ccc3N3CCOCC3)n2)c(C)c1
-17,-6,-2.4,-2,-1.5,1,nt,-3,-12,C/C(Sc1nnc(Cc2ccccc2)o1)=C(/O)c1ccccc1
nt,3,nt,nt,nt,0,-5,0,nt,CCOc1ccc(NC(=O)CN(C)C(=O)c2ccc3[nH]c4c(c3c2)CC(C)CC4)cc1OCC (stereo unspecified)
nt,7,nt,nt,nt,0,-6,2,nt,CCC(C)c1ccccc1NC(=O)COC(=O)C1=NN(c2ccccc2)C(=O)CC1 (stereo unspecified)
-9,14,-6.8,-44,-1.3,-6,-6,0,0,Nc1ccc(Nc2nc(-c3ccncc3)cs2)cc1
9,4,-3.7,3,-3.2,2,-7,0,-1,COc1ccc(-n2c(N)c(C#N)c3ccc([N+](=O)[O-])cc3c2=O)cc1
-3,11,-4.7,-5,-2.5,-1,-4,3,1,Cn1c(SCc2nc3ccccc3[nH]2)nnc1-c1cccnc1
4,6,-4.4,8,-1.5,6,2,0,-6,Cc1ccc(C(C(=O)NCc2ccco2)N(C(=O)CNC(=O)c2cccs2)c2c(C)cccc2C)cc1 (stereo unspecified)
35,12,-1.6,-4,-3.5,-1,nt,1,-19,CCC(=O)N1CCc2cc(Br)cc(S(=O)(=O)CC(=O)OC)c21
-2,12,-0.1,2,1.5,3,-2,-1,-12,CCOc1cc(S(=O)(=O)N2CCCC2)ccc1Cl
nt,4,nt,nt,nt,2,-3,0,nt,CC(C)(C)OC(=O)C[C@@H]1C/C=C\C[C@H](CC(=O)NCCO)C(=O)NC[C@@H](c2ccccc2)OC1=O
6,9,-0.1,-6,-2.6,1,0,1,16,O=C(NC1CCCCC1)C(=O)c1c[nH]c2ccccc12
26,5,-3.5,9,-3.1,3,5,1,-2,Cc1ccc(S(=O)(=O)Nc2cccc(Cl)c2)cc1NC(=O)c1cccnc1
2,5,-0.3,1,-0.7,2,-13,nt,-5,CCOc1ccc(NC(=O)CN2CCN(CC(=O)Nc3ccc(C(N)=O)cc3)CC2)cc1
26,5,-2.2,-4,-0.6,5,nt,-1,-5,Cc1c(N=Cc2c(O)n(C)c(=O)c3ccccc23)c(=O)n(-c2ccccc2)n1C
20,-10,-2.5,-1,1.2,4,-4,1,4,CC1(c2ccccc2)NC(=O)N(CC(=O)Nc2cccc(C#N)c2)C1=O (stereo unspecified)
nt,-2,nt,nt,nt,4,3,-4,nt,CCCCN1C(=O)C(=O)N(CC(=O)N2CCN(c3ccccc3)CC2)C1=O
-17,0,-1.4,-7,-1.1,-2,-3,5,-8,OCc1nc(CO)n(Cc2ccccc2)n1
-9,3,nt,nt,nt,7,-5,0,0,Cc1ccc(CNC(=O)C2CC(c3cccc(F)c3)=NO2)cc1 (stereo unspecified)
6,-3,-4.9,7,1.0,2,-7,-4,-5,Cc1ccccc1NC(=O)Cn1cnc2c(oc3nc4c(cc32)CCCC4)c1=O
15,-6,-3.0,1,-4.1,-3,-1,0,0,Cc1cc(=O)oc(C)c1C(=O)NCC(C)NC(=O)c1c(C)cc(=O)oc1C (stereo unspecified)
-7,-6,0.5,3,0.3,3,-11,4,-9,Cc1nn(-c2ccc(Br)cc2)c(=O)c2ccccc12
19,5,-2.9,5,-0.9,4,-2,-3,-13,O=c1c2cnn(-c3ccccc3)c2nnn1/N=C/c1cccnc1
11,1,nt,nt,nt,-2,nt,6,1,CC(=O)NCCn1c(C)cc2ccccc21
-1,-3,1.7,16,0.0,-2,1,1,1,CCOc1ccc(OCC)c(NC(=O)C2CCN(c3ncccn3)CC2)c1
-2,-2,-4.0,-1,-4.0,5,-6,7,-6,Cc1cc(C)n(CCC(=O)N2c3ccccc3CC2C)n1 (stereo unspecified)
4,16,-0.9,-7,-0.7,5,-3,5,1,CN(C)c1nc(Nc2ccc(Cl)c(Cl)c2)nc(N(C)C)n1
-2,-9,-4.3,-4,-8.2,5,-4,1,0,NNC(=O)CN1CCCc2ccccc21
44,1,-3.2,2,-1.1,1,-1,1,5,O=C(CN1C(=O)c2cccc3cccc1c23)Nc1ccc2c(c1)OCO2
nt,3,-1.2,-7,1.0,7,-1,-7,nt,C=COCCNC(=O)C(=O)NCC(C)C
8,2,-2.6,-4,-2.1,2,-3,0,-2,CCN(Cc1ccccc1)C(=O)C1CCN(Cc2ccc(OC)c(OC)c2OC)CC1
-14,-21,-0.4,-58,1.8,1,-4,4,0,OC(COc1ccc(Cl)cc1Cl)CN1CCc2ccccc2C1 (stereo unspecified)
-6,7,-3.9,-3,-1.4,4,-2,0,-4,Clc1ccc(OCc2nnnn2-c2ccccc2)cc1
-6,-32,-4.7,3,-1.3,1,-1,-4,2,Brc1ccccc1C1=Nn2c(nnc2-c2ccccc2)SC1
-10,6,-0.7,-9,-0.1,-1,-3,3,-3,CCCCn1c(SCc2nc3ccccc3s2)nc2cc(S(N)(=O)=O)ccc21
25,-9,0.5,-8,-0.1,-4,4,-8,-16,O=C1CSC(c2cccnc2)N1CCc1ccccn1 (stereo unspecified)
-6,-1,-2.9,-2,-0.3,5,-4,-8,13,COc1ccc2c(c1OC)CN(C)CCc1cc3c(cc1C(=O)C2)OCO3

A draw from above in order of molecular weight, largest number first.
SUMO HTRF inh,CRFR2-BP antag,IMP-1 inhibitor,NS3 helicase inh,VIM-2 inhibitor,IDE act,GalR3 antag,IDE inh,p-CIP stab down,SMILES
8,2,-2.6,-4,-2.1,2,-3,0,-2,CCN(Cc1ccccc1)C(=O)C1CCN(Cc2ccc(OC)c(OC)c2OC)CC1
15,-6,-3.0,1,-4.1,-3,-1,0,0,Cc1cc(=O)oc(C)c1C(=O)NCC(C)NC(=O)c1c(C)cc(=O)oc1C (stereo unspecified)
-6,-32,-4.7,3,-1.3,1,-1,-4,2,Brc1ccccc1C1=Nn2c(nnc2-c2ccccc2)SC1
-1,-3,1.7,16,0.0,-2,1,1,1,CCOc1ccc(OCC)c(NC(=O)C2CCN(c3ncccn3)CC2)c1
-14,-21,-0.4,-58,1.8,1,-4,4,0,OC(COc1ccc(Cl)cc1Cl)CN1CCc2ccccc2C1 (stereo unspecified)
44,1,-3.2,2,-1.1,1,-1,1,5,O=C(CN1C(=O)c2cccc3cccc1c23)Nc1ccc2c(c1)OCO2
4,16,-0.9,-7,-0.7,5,-3,5,1,CN(C)c1nc(Nc2ccc(Cl)c(Cl)c2)nc(N(C)C)n1
19,5,-2.9,5,-0.9,4,-2,-3,-13,O=c1c2cnn(-c3ccccc3)c2nnn1/N=C/c1cccnc1
-7,-6,0.5,3,0.3,3,-11,4,-9,Cc1nn(-c2ccc(Br)cc2)c(=O)c2ccccc12
-6,7,-3.9,-3,-1.4,4,-2,0,-4,Clc1ccc(OCc2nnnn2-c2ccccc2)cc1
25,-9,0.5,-8,-0.1,-4,4,-8,-16,O=C1CSC(c2cccnc2)N1CCc1ccccn1 (stereo unspecified)
-2,-2,-4.0,-1,-4.0,5,-6,7,-6,Cc1cc(C)n(CCC(=O)N2c3ccccc3CC2C)n1 (stereo unspecified)
11,1,nt,nt,nt,-2,nt,6,1,CC(=O)NCCn1c(C)cc2ccccc21
nt,3,-1.2,-7,1.0,7,-1,-7,nt,C=COCCNC(=O)C(=O)NCC(C)C

(further entries)
SUMO HTRF inh,CRFR2-BP antag,IMP-1 inhibitor,NS3 helicase inh,VIM-2 inhibitor,IDE act,GalR3 antag,IDE inh,p-CIP stab down,SMILES
7,8,-1.5,4,0.2,1,-7,-3,7,Cc1ccc(Cl)cc1NC(=O)C1CC(=O)N(C(C)C)C1 (stereo unspecified)
10,-8,-3.9,17,-0.9,6,-9,12,-10,O=C(N/N=C/c1cccs1)c1cc(-c2ccc(Cl)s2)[nH]n1
21,4,-1.5,-9,-1.5,3,0,-1,-2,CCCC(=O)N(c1ccc(OCC)cc1)S(=O)(=O)c1ccc2c3c(cccc13)C(=O)N2C
nt,-2,nt,nt,nt,6,-3,-1,nt,O=C(CSc1nnc(Nc2ccccc2F)s1)NC(=O)CN1CCCC1=O
8,12,-2.9,-3,0.0,-1,2,-1,-2,CC(=O)Nc1nc(C)c(S(N)(=O)=O)s1
0,20,0.3,1,-2.0,-2,-1,-2,8,CCOC(=O)N1CCN(c2cc(=O)n(C3CCCCC3)c(=O)[nH]2)CC1
-4,1,-1.8,17,-2.1,1,3,-3,-6,CCOC(=O)C1=C(N)OC2=C(C(=O)CC(C)(C)C2)C1c1cc(CSc2nnnn2C)cs1 (stereo unspecified)
nt,-12,nt,nt,nt,0,-9,-1,nt,C[C@H](NC(=O)c1nc[nH]c1C(=O)OCc1ccccc1)c1ccccc1
7,4,-3.5,-14,-3.4,2,-4,-2,-3,CCCCCCC(C)n1[nH]c(=O)cc1N (stereo unspecified)
1,-26,-2.2,-6,-1.3,3,-1,0,13,O=C(CSc1nc2ccccc2o1)N1N=C(c2cccs2)CC1c1ccc(F)cc1 (stereo unspecified)
25,8,-3.5,-1,-1.3,2,-8,-1,-7,CC(=O)Nc1ccc(NC(=O)C2CCC(CNS(=O)(=O)c3cccc4nsnc34)CC2)cc1 (stereo unspecified)
15,-1,-1.3,9,-1.8,-3,-7,-1,1,COc1ccccc1CNC(=O)c1ccccc1C(=O)NC(C)(C)C(=O)NCc1ccccc1OC
13,-14,-2.0,-6,0.5,3,1,1,-11,Cc1cc(C)n2nc(S(=O)(=O)N(CC(C)C)CC(C)C)nc2n1
6,-20,-3.3,-26,-1.0,6,-9,3,-10,CCCCN(CCCC)CC(O)COc1ccccc1Br (stereo unspecified)
nt,4,nt,nt,nt,-9,-7,-1,nt,c1ccc(C2=NOC(c3nnc(-c4ccccc4)o3)C2)cc1 (stereo unspecified)

Bioassay records as filed in PubChem BioAssay.
